# FN deposition inh = inhibitors of fibronectin matrix deposition, primary screen, AH1F cells, Alexa488-fibronectin fluorescence, plate reader; AID 743247, 2014; AH1F fibroblasts, overnight; 350,000 tested, 0.086% active; inhibition, % at 12.6 µM;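 active = mean inhibition across replicates of 30% or more, regardless of how many single replicates reach that level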;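 note: positive control wells lacked labelled fibronectin entirely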
#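 Material – AH1F fibroblast monolayer, labelled fibronectin deposition · Reagent – labelled fibronectin 24 nM · Timing – 1 h adhesion, overnight exposure · Measured by – fluorescence at 485 nm excitation, 525 nm emission · Read-out – inhibition of fibronectin deposition signal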
# S100A4 MyoIIA = inhibitors of S100A4-myosin IIA peptide binding, primary screen, biochemical, fluorescence polarization, TAMRA-MyoIIA peptide; Protein S100-A4 (Homo sapiens), P26447; inhibition, % at 10.7 µM; 360,000 tested, 0.14% active;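 active = mean inhibition of at least 70% across replicates, with every replicate also reaching that level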
# Target sequence (P26447 whole entry, looked up): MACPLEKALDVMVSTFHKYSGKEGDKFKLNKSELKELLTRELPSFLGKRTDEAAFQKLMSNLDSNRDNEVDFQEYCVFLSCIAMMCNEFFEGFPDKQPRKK
#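 Compound dosing: one dose per compound; test system: human S100A4 monomer with TAMRA-labelled myosin IIA peptide; probe or stimulus: TAMRA-labelled myosin IIA heavy-chain peptide probe, 5 nM; medium: HEPES buffer with Ca2+, pH 7.2; schedule: 5 min incubation before reading; benchmarks: neutral control DMSO, positive control TFP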
# EWS-Fli inh = EWS/Fli-driven NR0B1 reporter inhibitors, primary screen, A673 cells, NR0B1 luciferase, luminescence, MLPCN library | inhibition, % at 12.6 µM | AID 651661, 2012 | 350,000 tested, 0.67% active | viability-normalised;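 active = mean inhibition of at least 50% after viability correction, with every replicate also passing that limit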;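 note: firefly luciferase signal divided by Alamar Blue viability fluorescence both relative to DMSO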
# PglD DTNB = C. jejuni PglD acetyltransferase inhibitors, primary screen, biochemical, DTNB colorimetric, single point. UDP-N-acetylbacillosamine N-acetyltransferase PglD (Campylobacter jejuni). purified PglD enzyme, DTNB colorimetric CoA detection. inhibition, % at 12.5 µM. 360,000 tested, 0.098% active. AID 602405, 2012; in the data active = inhibition above about 16%, passing the limit was not always enough; note: strong numbers were not always called active
# LGR2 antag = inhibitors of bursicon-induced LGR2 CRE-luciferase signal, primary screen, cell-based, HEK293, CRE-luciferase reporter, bursicon stimulation | 380,000 tested, 0.35% active | AID 720647, 2013 | inhibition, % at 9.99 µM | bursicon-stimulated, 4 h;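 active = drop in luminescence signal, shown as inhibition above about 50% in the replicate tests, limit read from the data, passing the limit was not always enough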;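 note: agonist challenge used bursicon conditioned medium at about half maximal strength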
# ERAP1 HTS inh = human ERAP1 aminopeptidase inhibitors, primary screen, biochemical, single point, plate reader | 340,000 tested, 0.15% active | recombinant ERAP1, Leu-AMC fluorescence, 60 min | AID 652197, 2013 | inhibition, % at 10.7 µM;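 active = mean replicate inhibition of at least 30%, or all replicates individually reaching that 30% level; inactive = mean below 30% and not every replicate reaching it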;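 note: 0% = neutral control wells and 100% = L-leucinethiol positive control wells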
# Target sequence (Q9NZ08 whole entry, looked up): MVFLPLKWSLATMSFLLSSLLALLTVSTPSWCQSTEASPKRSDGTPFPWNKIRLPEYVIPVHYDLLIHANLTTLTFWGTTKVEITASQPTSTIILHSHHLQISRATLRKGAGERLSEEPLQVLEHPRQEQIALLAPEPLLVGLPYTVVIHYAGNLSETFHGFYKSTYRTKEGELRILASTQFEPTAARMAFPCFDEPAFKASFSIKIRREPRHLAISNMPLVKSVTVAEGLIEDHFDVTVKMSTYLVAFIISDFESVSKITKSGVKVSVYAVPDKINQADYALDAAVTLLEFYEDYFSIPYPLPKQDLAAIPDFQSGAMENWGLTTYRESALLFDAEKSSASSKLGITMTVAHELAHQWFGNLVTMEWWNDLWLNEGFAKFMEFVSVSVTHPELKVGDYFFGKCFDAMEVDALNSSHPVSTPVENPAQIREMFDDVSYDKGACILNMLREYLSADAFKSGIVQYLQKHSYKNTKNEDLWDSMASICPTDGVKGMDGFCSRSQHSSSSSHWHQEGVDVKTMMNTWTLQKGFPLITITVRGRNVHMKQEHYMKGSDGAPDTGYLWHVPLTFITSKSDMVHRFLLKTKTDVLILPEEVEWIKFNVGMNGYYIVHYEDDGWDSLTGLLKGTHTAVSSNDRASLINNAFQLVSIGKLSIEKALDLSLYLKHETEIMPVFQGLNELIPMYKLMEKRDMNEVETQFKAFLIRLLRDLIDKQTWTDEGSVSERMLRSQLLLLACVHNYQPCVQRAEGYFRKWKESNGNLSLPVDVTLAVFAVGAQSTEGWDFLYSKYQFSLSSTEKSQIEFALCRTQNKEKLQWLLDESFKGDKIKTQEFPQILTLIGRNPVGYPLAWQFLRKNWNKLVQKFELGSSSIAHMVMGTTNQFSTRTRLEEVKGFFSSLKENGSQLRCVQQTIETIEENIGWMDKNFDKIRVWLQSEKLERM
# PAX8 reporter = inhibitors of PAX8-driven TPO luciferase reporter, primary screen, RMG-I cells, single concentration; AID 652154, 2013; 360,000 tested, 1.2% active; inhibition, % at 12.6 µM; SteadyGlo, 24 h;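 active = mean replicate inhibition at least 60% with every replicate also reaching 60%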;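 note: luciferase light reporting Pax8 driven TPO promoter activity; plate controls were median of neutral control wells for no effect and mitoxantrone controls for full effect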
# PGC1a acetyl inh = inhibitors of PGC1a acetylation signal, primary screen, cell-based, U2OS, AlphaScreen, inhibitor mode | inhibition, % at 15.6 µM | 350,000 tested, 0.17% active | AlphaScreen anti-acetyl-lysine; with virally co-expressed GCN5 acetyltransferase;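 active = every replicate shows inhibition of at least 40%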;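 note: 0% = neutral control wells and 100% = positive control wells; some results beyond the cut were filed as inactive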
# An asterisk follows results filed as active; / = no result given.
SMILES,FN deposition inh,S100A4 MyoIIA,EWS-Fli inh,PglD DTNB,LGR2 antag,ERAP1 HTS inh,PAX8 reporter,PGC1a acetyl inh
O=C(NC1CCCC1)c1ccc(COCC(F)(F)F)o1,/,5,-6,/,0,10,/,/
Cc1ccc2nc(NCCCO)nc(-c3ccccc3)c2c1,2,/,/,-2,/,/,-14,-5
CO[C@@H]1CN(C)C(=O)c2ccc(NC(=O)Nc3ccccc3)cc2OC[C@@H](C)N(C(=O)CN(C)C)C[C@@H]1C,-15,20,-8,-1,1,/,/,4
COc1ccc(Nc2cc(C)nc(NCc3ccccc3)n2)cc1,12,22,16,6,20,1,8,-8
O=C(O)c1ccc(NC(=O)c2ccc3c(c2)C(=O)N(CC2CCCO2)C3=O)cc1 (stereo not given),1,1,2,0,-10,-3,2,0
C[C@H]1CCCCO[C@H](CN(C)C)[C@@H](C)CN([C@@H](C)CO)C(=O)c2cc(NC(=O)CCCCCC(=O)Nc3ccccc3N)ccc2O1,/,-2,-18,1,-13,-2,-24,5
CCN(C[C@H]1N[C@@](CC)(C(=O)OC)[C@H]2C(=O)N(Cc3ccccc3)C(=O)[C@@H]12)C(=O)COC,-4,-1,4,-1,3,-9,-6,/
CCC(C)(C)NC(=O)c1cc(S(=O)(=O)N2CCc3ccccc32)cn1C,0,-2,10,-3,25,-2,22,5
C[C@H]1CN([C@@H](C)CO)C(=O)c2cc(-c3ccncc3)cnc2O[C@H]1CN(C)C(=O)Nc1ccc2c(c1)OCO2,/,8,-1,-3,6,3,/,5
O=C(COC(=O)c1cccnc1Cl)NCCCc1ccccc1,-15,5,-3,-2,-4,0,-3,-3
COc1ccc(N(CC(=O)NCCc2ccccc2)C(=O)c2csnn2)cc1,0,1,-5,2,12,0,-30,/
CC(C)Sc1nnc(-c2ccc(S(=O)(=O)N3CCOCC3)cc2)n1C,3,-12,-1,-7,13,1,-2,/
CC(C)(C)c1ccc(C(=O)O[C@H]2[C@H](Cc3ccccc3)NS(=O)(=O)[C@H]3C[C@@H]4C=C[C@]23O4)cc1,0,3,9,-3,17,-2,20,2
CCn1nc(NS(=O)(=O)c2ccccc2)c2cc3ccccc3nc21,6,11,/,-3,-1,-3,24,1
CCC(=O)N1[C@H](CO)[C@H](c2ccc(-c3ccccc3)cc2)[C@H]1CNC(=O)C1CC1,-9,1,/,/,15,6,/,3
Cc1ccc(C)c(OCc2cc(C(=O)N3C[C@@H](C)O[C@@H](C)C3)no2)c1,-12,-2,-99,-6,-58,1,-238,-2
COc1ccc(CN2CCC(n3nccc3NC(=O)C3CC3)CC2)c(Cl)c1OC,0,-9,4,12,-13,2,5,-2
CC(=O)c1ccc2c(c1)c1ccccc1n2CC(C)C,-1,/,/,-4,/,/,-4,3
NNc1nc2c(-c3cccc(C(F)(F)F)c3)nnn2c2ccccc12,5,0,-21,-8,-34,-2,28,0
O=C(Nc1ccc(Cl)cc1)N1C[C@H]2[C@@H](c3ccccc31)[C@@H](CO)N2C(=O)c1ccccn1,/,1,-15,-3,-16,0,2,-2
Cc1ccc(C(=O)/C=C/NNC(=O)c2ccccc2O)cc1,-1,-4,0,-1,-24,0,19,/
CC(C)CC(NC(=O)OC(C)(C)C)c1cn([C@@H](Cc2ccc(O)cc2)C(=O)N2CCN(C(=O)OC(C)(C)C)CC2)nn1 (stereo not given in full),1,-1,-7,0,6,/,-27,-7
COc1ccc(NC(=O)N2CCCC(c3nc(-c4ccc(OC)cc4)no3)C2)cc1 (stereo not given),-1,3,0,-2,-68,10,-47,-5
N#C[C@@H]1[C@@H](c2ccc(C3=CCCCC3)cc2)[C@H](CO)N1C(=O)CN1CCOCC1,7,14,-3,-2,-11,-1,10,2
Cc1ccc(-c2cc(C(=O)OCC(=O)NC3CC3)c3ccccc3n2)cc1,19,-1,-18,-7,-14,2,-26,-6
CN1C(=O)c2cc(NC(=O)c3ccccc3Cl)ccc2OC[C@@H]2O[C@@H](CC(=O)O)CC[C@@H]21,-19,2,1,4,8,-3,-9,-6
COc1ccc(/C=N/NC(=O)CCn2cnc(-c3ccccc3)c2-c2ccccc2)cc1,-10,4,51*,/,-10,0,18,/
COc1ccc2c3c(n(C)c2c1)[C@@H](CO)N(C)CC31CCN(C(=O)NC(C)C)CC1,-5,2,0,/,-16,4,-19,8
Cc1ccsc1/C=N/NC(=O)Cc1ccc(Cl)cc1,-1,0,-7,1,-9,4,8,-12
Cc1cc(C(=O)Nc2cccc3c2O[C@H](CN(C)C(=O)Nc2c(C)noc2C)[C@@H](C)CN([C@@H](C)CO)C3=O)n(C)n1,-5,-6,-7,-4,-17,-1,/,6
O=C(Nc1ccccc1F)N[C@H]1CC[C@@H](CCNC(=O)C2CCOCC2)O[C@@H]1CO,-2,-11,-1,3,9,-1,1,-4
COc1ccccc1C(=O)N1CCN(c2nc3cc(C)c(C)cc3cc2C#N)CC1,2,/,/,-8,/,/,10,-21
O=C(NCC1CC1)[C@H]1[C@H](CO)[C@H]2Cn3c(ccc(-c4ccncc4)c3=O)[C@@H]1N2Cc1nccs1,/,36,-3,2,-8,-1,-9,/
O=C(NCc1ccncc1)NC1CCCCC1,/,1,9,/,-12,0,3,5
COc1ccccc1CN(C)C[C@H]1OCc2cnnn2CCCC(=O)N([C@H](C)CO)C[C@H]1C,-5,-10,-1,4,-4,1,/,-3
COc1cc(O)c(C(CCN2CCCC(C)C2)c2cc(OC)c(OC)c(OC)c2)c(OC)c1 (stereo not given),10,-3,-1,7,7,-5,-36,/
O=C1[C@H]2[C@@H]3CCN1CCC[C@@H]2C=C[C@@H]3c1ccc(Br)cc1,-4,0,10,/,/,-2,4,/
Cc1nnsc1C(=O)NC1CCCc2c1cnn2-c1ccc(F)cc1F (stereo not given),4,1,28,2,2,2,20,/
CC(=O)Nc1ccc(S(=O)(=O)N2CCC(N3CCCC3)CC2)cc1,-2,4,7,-4,-3,6,3,9
COc1ccccc1NC(=O)CN1CCN(CC(=O)Nc2ccccc2F)CC1,0,-2,10,/,23,-1,3,0
Cc1cnc(C2OCCO2)c2cccc(N)c12,12,0,-13,0,/,-3,17,5
C/C(=N\NC(=O)C(N)=O)c1ccc(O)cc1O,5,-27,7,-1,5,-3,25,-2
O=C(O)c1nn(Cc2nc3ccccc3o2)c(=O)c2ccccc12,4,-2,10,4,-6,-4,30,4
CCOc1ccc(-n2c(=S)sc3c(=O)[nH]c(SCC(=O)NC4CCCCC4)nc32)cc1,1,0,2,-4,/,0,10,/
Cc1ccc(/C=N/NC(=O)c2c(-c3ccccc3)noc2C)o1,-6,-7,7,/,/,-5,7,/
CC(=O)N1CCN(C(=O)c2cc(S(=O)(=O)Nc3ccc(S(C)(=O)=O)cc3)ccc2Cl)CC1,1,-2,-3,/,37,0,6,/
COc1ccc(S(=O)(=O)Nc2ccc3c(c2)CC(=O)N([C@@H](C)CO)C[C@@H](C)[C@@H](CN(C)Cc2ccc(Oc4ccccc4)cc2)O3)cc1,/,-8,7,0,8,3,13,-11
COc1ccc(-c2nc(C#N)c(NCCN(C)C)o2)cc1,6,-3,0,2,2,0,-9,0
O=C(Nc1ccccc1-c1ccccc1)c1ccco1,3,/,/,-5,/,/,-7,-16
O=S(=O)(Nc1nc2ccccc2nc1Cl)c1ccc(Cl)cc1,-1,/,/,4,-16,/,14,4
CN(C[C@H]1N[C@@H](CO)[C@H]1c1ccc(C2=CCCCC2)cc1)S(C)(=O)=O,-6,/,12,1,-5,/,57,-15
Cc1ccc(-c2nc(CS(=O)CC(=O)NC3CCCC(C)C3C)c(C)o2)cc1 (stereo not given),-4,0,/,0,6,6,7,3
O=C(N/N=C/c1ccc2c(c1)OCO2)c1ccc(NC(=O)c2ccc(F)cc2)cc1,-3,9,-17,-15,-13,3,2,/
CCOc1cc(/C=N/NC(=O)C(=O)N/N=C/c2ccc(O)c(OCC)c2)ccc1O,-11,-2,8,1,10,1,21,/
Cc1c(-c2cc(C(=O)O)c3ccccc3n2)cnn1C,4,-1,12,3,/,4,1,4
CCn1c(=O)c(=O)[nH]c2cc(C(=O)N(C)Cc3ccc(OC)c(F)c3)ccc21,-2,-47,1,-4,5,-2,-9,9
COc1ccc(-c2ccc(C(=O)Nc3cc(OC)c(OC)c(OC)c3)c3occc23)c(C)c1,12,5,30,-8,2,5,22,1
CCOC(=O)C1C2C=CC3(CN(c4ccc(Cl)c(F)c4)C(=O)C13)O2 (stereo not given),1,-5,-1,-5,28,/,-8,/
C/C(=N/NC(=O)c1ccccc1)C1=C(O)CC(C)(C)CC1=O,4,3,-27,/,-33,2,-1,/
NC(Cc1ccc(Cl)cc1)c1csc(Nc2ccc(C(=O)NCCCO)cn2)n1 (stereo not given),14,-4,4,2,-6,1,-10,-22

# Complete entries as entered above. Order of screens: FN deposition inh	S100A4 MyoIIA	EWS-Fli inh	PglD DTNB	LGR2 antag	ERAP1 HTS inh	PAX8 reporter	PGC1a acetyl inh
# C/C(=N/NC(=O)c1ccccc1)C1=C(O)CC(C)(C)CC1=O is listed with 4	3	-27	/	-33	2	-1	/
# COc1ccc(-c2ccc(C(=O)Nc3cc(OC)c(OC)c(OC)c3)c3occc23)c(C)c1 is listed with 12	5	30	-8	2	5	22	1

# Exported with values under each structure: part of the list above.
# Results follow in this order: FN deposition inh, S100A4 MyoIIA, EWS-Fli inh, PglD DTNB, LGR2 antag, ERAP1 HTS inh, PAX8 reporter, PGC1a acetyl inh
> O=C(N/N=C/c1ccc2c(c1)OCO2)c1ccc(NC(=O)c2ccc(F)cc2)cc1
→ -3, 9, -17, -15, -13, 3, 2, /
> CCOc1cc(/C=N/NC(=O)C(=O)N/N=C/c2ccc(O)c(OCC)c2)ccc1O
→ -11, -2, 8, 1, 10, 1, 21, /
> Cc1c(-c2cc(C(=O)O)c3ccccc3n2)cnn1C
→ 4, -1, 12, 3, /, 4, 1, 4

# (further entries)
SMILES,FN deposition inh,S100A4 MyoIIA,EWS-Fli inh,PglD DTNB,LGR2 antag,ERAP1 HTS inh,PAX8 reporter,PGC1a acetyl inh
COc1ccc(C2=NN(C(=O)CSc3nc(=O)n4cc(C)ccc4n3)C(c3ccc(C)cc3)C2)cc1 (stereo not given),16,-3,-5,2,0,0,-17,/
CCC(=O)N1CC(=O)N2[C@H](CO)[C@@H](c3ccc(C#Cc4cccnc4)cc3)[C@@H]2C1,/,0,-11,/,8,-1,-28,5
CN(C)CCN(Cc1ccccc1)c1nccc(N(C)C)c1C#N,/,-5,-1,0,4,1,/,-2
COc1ccc(/C(N)=N/OC(=O)CC2CCCCC2)cc1,2,-3,-107,-5,-83,2,-202,/
COCCNC(=O)c1c(N)n(CCCn2ccnc2)c2nc3ccccc3nc12,6,/,/,8,/,/,-7,-5
C[C@@H]1CN([C@@H](C)CO)C(=O)Cc2cc(NC(=O)c3ccncc3)ccc2O[C@H]1CN(C)C,/,1,-3,1,-2,1,1,10
CCOC(=O)c1c(-c2ccccc2)oc2ccc(O)c(CN3CCN(C)CC3)c12,-12,2,0,-4,-3,-4,17,-16
CCCCn1c(N)c(N(CCOC)C(=O)COC(=O)COc2ccc(CC)cc2)c(=O)[nH]c1=O,/,2,-6,/,-5,-2,-19,/
O=C(NCC1CCCN(C2Cc3ccccc3C2)C1)c1cccs1 (stereo not given),0,9,/,-2,-19,-4,16,6
